EPAC2 antagonist: antagonists of human EPAC2. EPAC2 GEF exchange of Rap1B-BODIPY-GDP, fluorescence. Potency, µM (top dose mostly 114 µM), without a hit: top-dose activity, negative = inhibition, usual class: inhibitors. 0.18% of 360,000 active; also: potency is read from the fitted curve at half-maximal effect; % is scaled to controls: 0 for no effect and ±100 for the full control effect; nearly all actives have a fitted effect of over 45% in size; many of its hits are not listed in these tables
DRD3 agonist: activates the human D3 dopamine receptor; P35462; D3R DiscoveRx beta-arrestin cells, luminescence, 90 min; max activation, %; 0.58% of 410,000 active; in the data active = max activation above about 30%; also: 0% is about no effect; mostly tested at two doses, the higher about 12 µM
Target sequence (P35462 whole entry, looked up): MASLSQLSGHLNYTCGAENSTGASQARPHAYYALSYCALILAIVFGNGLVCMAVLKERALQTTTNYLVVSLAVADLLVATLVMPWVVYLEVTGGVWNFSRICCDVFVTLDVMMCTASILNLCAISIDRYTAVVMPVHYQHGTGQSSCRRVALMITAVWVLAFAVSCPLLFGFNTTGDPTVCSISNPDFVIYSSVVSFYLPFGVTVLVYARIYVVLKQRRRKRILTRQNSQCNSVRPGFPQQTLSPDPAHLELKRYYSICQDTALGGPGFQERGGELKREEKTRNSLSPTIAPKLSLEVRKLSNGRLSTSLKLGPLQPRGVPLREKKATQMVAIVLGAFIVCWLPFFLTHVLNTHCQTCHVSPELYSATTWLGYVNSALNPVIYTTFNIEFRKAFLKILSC
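Agonist mode: compounds and dopamine controls were applied to plated cells for 90 min at 37 degrees C after an overnight attachment at 1500 cells/well. Luminescent read-out followed 30 - 60 minutes at room temperature with DiscoveRx detection reagent.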
Akt phos inh: blocks phosphorylation of Akt; activity change, % for hits at 50 µM; Neuro2A IGF-stimulated pAkt S473 HTRF, 20 min; stronger effect = lower value; 0.32% of 360,000 active; AID 651550; in the data active = activity change below about -80%; inconclusive = mostly about -51% to -80%; also: % is scaled to controls: 0 for no effect and ±100 for the full control effect
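Neuro2A cells in DMEM with 0.5% FBS, overnight at 37 deg C, given compound at single 50 µM final, then IGF (6 nM final) for 20 min at 37 deg C. Lysed; phospho-Akt Ser473 by HTRF after 24 h, 665/615 ratio.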
PTHR1 agonist: activates the human parathyroid hormone receptor PTHR1; Q03431; HEK293 GP2 PTHR1 cells, GloSensor cAMP luminescence, 1 h; Potency, µM (top dose mostly 115 µM), inactives show at the top dose activation, hits mostly activators; 0.075% of 410,000 active; AID 743266; also: potency is read from the fitted curve at half-maximal effect; nearly all actives have a fitted effect of over 55% in size; some results filed as inactive show a strong effect at the top dose; inactives centre near -15; many of its hits are not listed in these tables
Target sequence (Q03431 whole entry, looked up): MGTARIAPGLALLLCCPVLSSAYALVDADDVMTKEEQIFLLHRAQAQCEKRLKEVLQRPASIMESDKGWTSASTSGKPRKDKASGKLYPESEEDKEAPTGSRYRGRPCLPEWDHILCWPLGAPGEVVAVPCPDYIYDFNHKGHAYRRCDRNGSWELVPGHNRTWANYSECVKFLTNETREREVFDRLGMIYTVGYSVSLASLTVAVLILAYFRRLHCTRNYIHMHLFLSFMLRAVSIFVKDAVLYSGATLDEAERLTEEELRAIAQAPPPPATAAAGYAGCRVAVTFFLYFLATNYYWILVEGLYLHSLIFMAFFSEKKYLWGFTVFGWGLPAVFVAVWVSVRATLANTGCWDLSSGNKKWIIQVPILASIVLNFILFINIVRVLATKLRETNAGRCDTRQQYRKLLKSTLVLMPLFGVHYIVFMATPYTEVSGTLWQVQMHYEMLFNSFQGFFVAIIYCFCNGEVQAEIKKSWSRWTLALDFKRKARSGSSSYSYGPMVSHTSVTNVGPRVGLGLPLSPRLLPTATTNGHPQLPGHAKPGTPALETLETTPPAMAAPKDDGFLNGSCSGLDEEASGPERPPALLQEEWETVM
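HEK-293-derived GP2 cells expressing PTHR1 and a GloSensor cAMP reporter, 3,000/well, plated overnight, given luciferin plus IBMX (each 0.5 mM as added) for 1 h at 37 °C, then compound for 1 h at 37 °C. Luminescence was read after 15 min at room temperature.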
MmCpn inh: blocks the Methanococcus maripaludis chaperonin Mm-Cpn. purified Mm-Cpn ATPase, ADP Transcreener TR-FRET. 0.031% of 330,000 active. Potency, µM (series often up to 76.9 µM), without a hit: at the top dose activity, negative = inhibition, usual class: inhibitors. AID 504842; also: potency is read from the fitted curve at half-maximal effect; % is scaled to controls: 0 for no effect and ±100 for the full control effect; nearly all actives have a fitted effect of over 80% in size
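ATPase turnover read by TR-FRET ADP competition (Eu cryptate antibody/ADP-d2, 665/590 nm): 10uM ATP final, 25nM Mm-CPN final, 30 min 37degC after 10-min compound preincubation, pH 7.4 Tris/KCl/MgCl2/DTT buffer.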
D3 antag: D3 dopamine receptor (human) antagonism. AID 652054. max response, negative = inhibition, %. 2.5% of 360,000 active. D3R cells, DiscoveRx beta-arrestin luminescence, antagonist mode; stronger effect = lower value; in the data active = max response below about -50%; inconclusive = no clear call, values can overlap the other calls; also: % is scaled to controls: 0 for no effect and ±100 for the full control effect; mostly tested at two doses, the higher about 12 µM
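Cells expressing the human receptor were seeded at 1500 cells/well, incubated overnight at 37 degrees C in 5% CO2, then exposed to library compounds with dopamine controls for 90 minutes at 37 degrees C before luminescent detection.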
CCT modulator: cytosolic chaperonin activity modulation; purified chaperonin ATPase assay, HTRF ADP detection, 30 min; activity change, % (test concentration not listed), hits read low; 0.3% of 360,000 active; AID 651819; in the data active = activity change below about -30%; also: % is scaled to controls: 0 for no effect and ±100 for the full control effect
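TRiC (40 or 20 nM final, by batch activity) in 30 mM Tris pH 7.4, 100 mM KCl, 5 mM MgCl2, 1 mM DTT was treated with compound at 76 uM single dose, then 10 uM ATP, 30 min at 37 °C. ADP was read by HTRF Transcreener.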
EPAC2 agonist: activates human EPAC2 exchange factor. Q8WZA2. Potency, µM (series often up to 154 µM), for inactives: at the highest dose activation, hits mostly activators. 0.079% of 360,000 active. EPAC2 activation, biochemical qHTS; response scale: 100% = 6.5 mM cAMP response; also: potency is read from the fitted curve at half-maximal effect; nearly all actives have a fitted effect of over 50% in size
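Readout is BODIPY fluorescence (480 nm excitation, 540 nm emission), which falls as labeled GDP is exchanged off Rap1B. EPAC2 at 100 nM acted on 250 nM RAP1B-BODIPY-GDP with 50 uM GDP present.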
Active calls of the source: *; i = inactive; ? = inconclusive; nt = not tested or not shown; & = joins results of further samples; [ ] = another dose, or the depositor's remark. Unless noted, calls follow the shape of the dose curve; as a rule, active = well fitted curve in the direction sought with a large enough effect; inconclusive = small, poorly fitted or top-dose-only effect, or another doubt; inactive = no such curve, though single readings can be large; an effect the other way counts as inactive or inconclusive. Not all compounds are listed. The share of hits here may be higher or lower than overall.

SMILES	EPAC2 antagonist	DRD3 agonist	Akt phos inh	PTHR1 agonist	MmCpn inh	D3 antag	CCT modulator	EPAC2 agonist
CCOC(=O)[C@H]1[C@H]2COc3ccccc3[C@@H]2N2C(=O)c3cc(C)ccc3NC(=O)[C@@]12C	-12%	-10	i	-18%	0%	-17	-2.3	3%
N#CC1c2ccccc2C=CN1C(=O)N(c1ccccc1)c1ccccc1 (configuration not stated)	-3%	-5	i	-22%	nt	?	1.9	9%
Cc1cc(=O)oc2cc(OCc3ccc(C(=O)OCC(=O)N(C)C4CCS(=O)(=O)C4)cc3)ccc12 (configuration not stated)	-8%	1	i	i	-6%	-12	0.1	19%
Cc1cccc(NC(=O)COc2ccc(-c3nn(C)c(=O)c4ccccc34)cc2)c1	-16%	5&5	i	-24%&-27%	-1%	9	0.8	5%
CCOC(=O)C1CCN(Cc2nnc(-c3ccccc3C)o2)CC1	1%	13	i	-4%	0%	2	-4.4	3%
Cc1cccc(-n2c(C)nc3c(cnn3-c3ccc(F)cc3)c2=O)c1	-1%	-4	i	-50%[inhibitor]	1%	14	0.1	-1%
COc1ccc(C(=O)Nc2nc(C)cc(C)n2)cc1[N+](=O)[O-]	7%	8	i	i	-3%	1	-1.1	-5%
COC(=O)c1ccc2c(c1)C(=O)N(C1CCCCC1)C2=O	-10%	-5	i	-2%	-4%	0	-1.6	-2%
O=C(COc1ccccc1[N+](=O)[O-])N/N=C/c1cccc(OC(=O)c2ccc3c(c2)OCO3)c1	-2%	6	i	-15%	-1%	6	-1.4	0%
CCOc1cc(CNn2cn[nH]c2=S)cc(Cl)c1OCc1ccccc1F	-18%	-23	i	-16%	2%	-23	0.6	-1%
Cc1cc(C(F)(F)F)nn1CC(=O)Nc1ccc(Br)c2cccnc12	12%	-3	i	i	0%	-10	0.9	-6%
Cc1cc(NC(=O)CSc2nnc3ccc(-c4ccc(F)cc4)nn23)no1	-3%	3	i	-3%	1%	-14	-0.9	6%
CCN1C(=O)/C(=C\N(C)C)c2ccccc21	2%	2	i	-34%[inhibitor][57.5 µM]	-3%	29	-1.5	11%
O=C(COC(=O)c1ccc(S(=O)(=O)Nc2ccccc2)cc1)NCCC1=CCCCC1	-19%	-2	i	i	-1%	-14	-0.4	1%
CC(C)NCCOCCOc1ccc(Cl)cc1Br	-1%	-20	i	i	0%	-9	1.3	-6%
C/C(=N\N1C(=O)c2ccccc2C1=O)c1cccc([N+](=O)[O-])c1	0%	0	i	i	1%	-22	-2.0	6%
CC[C@H](C)[C@@H]1NC(=O)[C@@H](CC(C)C)NC(=O)[C@H](C(C)C)NC(=O)[C@H]2CSSC[C@H](NC1=O)C(=O)N2	22%	6	i	-21%	nt	4	0.5	-7%
CCNc1ccc(S(=O)(=O)N2CCOCC2)cc1NCC(=O)Nc1cccc(Br)c1	-6%	-8	i	-91%[inhibitor]	nt	-5	-4.3	22%
CCCCCCCCCc1conc1C(=O)CP(=O)(OC)OC	?	7	i	-29%	nt	27	nt	-14%
COc1ccc(CNC(=O)C2CCN(S(=O)(=O)c3c(C)n[nH]c3C)CC2)cc1	-5%	-4	i	i	1%	-15	-0.2	6%
CC(OC(=O)c1cccnc1Cl)C(=O)Nc1ccc2c(c1)OCCO2 (configuration not stated)	3%	-4	i	i	1%	-14	-2.5	11%
COc1ccc2cc(C(C)c3nc4ccccc4c(=O)n3N)ccc2c1 (configuration not stated)	-6%	-5	i	-10%	-1%	-11	-1.9	17%
O=C(C[C@H]1C/C=C\CC[C@H](Cc2ccc(F)cc2)C(=O)O[C@H](c2ccccc2)CNC1=O)N[C@H](CO)Cc1ccccc1	-20%	6	i	i	1%	50	-15	-13%
Cc1cccc2c1cnn2C(=O)Nc1ccc(Br)cc1F	13%	24	i	i	-2%	11	-1.2	3%
CCCCN(C(=O)c1cccc2c(=O)c(C)c(-c3ccccc3)oc12)c1ccccc1	?	-2	i	-7%	-2%	-2	-1.0	22%

Brought forward from above: 2 entries, then new ones.
SMILES	EPAC2 antagonist	DRD3 agonist	Akt phos inh	PTHR1 agonist	MmCpn inh	D3 antag	CCT modulator	EPAC2 agonist
Cc1cccc2c1cnn2C(=O)Nc1ccc(Br)cc1F	13%	24	i	i	-2%	11	-1.2	3%
CCCCN(C(=O)c1cccc2c(=O)c(C)c(-c3ccccc3)oc12)c1ccccc1	?	-2	i	-7%	-2%	-2	-1.0	22%
CCCCn1c(N)c(N(CCC(C)C)C(=O)c2cc(CC)c(C)s2)c(=O)[nH]c1=O	3%	0	i	-39%[inhibitor]	0%	-2	1.0	1%
C=CCNC(=O)COC(=O)CCC(=O)c1cccs1	3%	-1	i	i	-2%	-8	-1.2	9%
Cc1ccc(CNC(=O)CCS(=O)(=O)c2cc3c(cc2Cl)NC(=O)CO3)cc1	10%	7&-1	i	-10%	-1%	6	0.5	-8%
Cc1cc(C)c(NC(=O)CCCOC(=O)C2=COCCO2)c(C)c1	10%	-11	i	-3%[57.5 µM]	-1%	10	1.8	-4%
COc1cc(C(=O)NCCOc2ccc(C)c(C)c2)cc(OC)c1OC	-4%	10	i	-43%[inhibitor]	1%	0	-2.2	13%
CSc1nc(=NC(C)=O)ss1	-2%	0	i	-5%	-3%	-17	-0.7	-8%
O=C(NCc1ccccn1)c1cn(Cc2ccccc2)nn1	10%	1	i	i	-1%	9	-0.1	5%
CC(C)C(C(=O)NCc1ccco1)N(C(=O)CNS(=O)(=O)c1ccc(Cl)cc1)C1CCCC1 (configuration not stated)	-4%	3	i	i	2%	1	-6.0	11%
COC(=O)c1ccc(NC(=O)CSc2nnc(-c3ccccc3Br)n2-c2ccccc2)cc1	-12%	-6	i	i	nt	-6	-0.6	5%
Cc1cccc(NS(=O)(=O)c2ccc(C(=O)NCC(c3ccco3)N3CCCCC3)cc2)c1C (configuration not stated)	-26%	-3	i	-43%[inhibitor]	1%	0	2.1	-6%
COC(=O)c1cc(NC(=O)C2(S(=O)(=O)c3ccc(Cl)cc3)CC2)cc(C(=O)OC)c1	9%	-9	i	-23%	1%	-4	0.6	-3%
O=C(NC(C(=O)NCCN1CCOCC1)C12CC3CC(CC(C3)C1)C2)C1CCCCC1 (configuration not stated)	10%[57.1 µM]	3	i	14%[57.5 µM]	0%	-20	-0.4	-2%
CC(C)COCC(O)CCC(=O)NNC(=S)Nc1ccccc1 (configuration not stated)	0%	-12	i	-24%	0%	-19	-3.1	5%
COc1ccc(-n2ncc3c2CC(C)(C)CC3NC(=O)C2=CC(=O)CC(C)(C)O2)cc1 (configuration not stated)	-1%	-4	i	i	0%	24	0.5	1%
CCOC(=O)c1ccc(/C=C2\c3ccccc3C(=O)N2c2ccccc2)cc1F	2%	9	i	11%	0%	1	0.8	6%
O=C(NN1C(=O)c2ccccc2NC1c1cccnc1)c1ccccc1 (configuration not stated)	2%	4	i	-96%[inhibitor]	-2%	9	-2.5	11%
CCOc1ccc(CCNC(=O)c2ccc(C)c(N3CCCC3=O)c2)cc1OCC	8%	0	i	i	0%	0	1.6	7%
O=C(C1=C[C@H](c2csc3ccccc23)C[C@H](OCc2ccc(CO)cc2)O1)N1CCN(Cc2ccccc2)CC1	-5%	0	i	-21%	nt	?	-0.9	14%
CCCCNC(=S)N=Nc1c(O)[nH]c2ccccc12	-20%	-11	i	-7%	2%	-6	1.0	4%
C=CCN(C(=O)c1cccc(S(=O)(=O)N2CCN(C)CC2)c1)c1nc(-c2ccccc2)cs1	-3%	1	i	-29%	2%	57	1.4	6%
CCCc1cc(N2CCCC(C(=O)NCc3ccc4c(c3)OCO4)C2)n2ncnc2n1 (configuration not stated)	-2%	27	i	-19%[57.5 µM]	1%	18	-1.5	9%

Compounds listed so far that contain fluorine, in the order listed:
SMILES	EPAC2 antagonist	DRD3 agonist	Akt phos inh	PTHR1 agonist	MmCpn inh	D3 antag	CCT modulator	EPAC2 agonist
Cc1cccc(-n2c(C)nc3c(cnn3-c3ccc(F)cc3)c2=O)c1	-1%	-4	i	-50%[inhibitor]	1%	14	0.1	-1%
CCOc1cc(CNn2cn[nH]c2=S)cc(Cl)c1OCc1ccccc1F	-18%	-23	i	-16%	2%	-23	0.6	-1%
Cc1cc(C(F)(F)F)nn1CC(=O)Nc1ccc(Br)c2cccnc12	12%	-3	i	i	0%	-10	0.9	-6%
Cc1cc(NC(=O)CSc2nnc3ccc(-c4ccc(F)cc4)nn23)no1	-3%	3	i	-3%	1%	-14	-0.9	6%
O=C(C[C@H]1C/C=C\CC[C@H](Cc2ccc(F)cc2)C(=O)O[C@H](c2ccccc2)CNC1=O)N[C@H](CO)Cc1ccccc1	-20%	6	i	i	1%	50	-15	-13%
Cc1cccc2c1cnn2C(=O)Nc1ccc(Br)cc1F	13%	24	i	i	-2%	11	-1.2	3%
CCOC(=O)c1ccc(/C=C2\c3ccccc3C(=O)N2c2ccccc2)cc1F	2%	9	i	11%	0%	1	0.8	6%
